High-throughput results: PubChem BioAssay, several laboratories
KCC2 mod: modulates chloride dependent transport by human KCC2. KCC2 cells, thallium flux FluoZin-2 fluorescence. B-score of Tl+ flux slope (higher = more flux/activation; lower = inhibition) at 10 µM. Q9H2X9. actives 2.2% (n = 190,000). AID 1456;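 active = thallium flux slope and its plate-corrected score both differing from the plate sample mean at a set confidence after two filtering rounds, in either direction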;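 note: slope of fluorescence scaled to starting intensity during 10 to 20 s after thallium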
PERK inh: blocks human PERK kinase. Q9NZJ5. CHO PERK-DD fusion, SEAP luminescence translation reporter. inhibition, % at 5.6 µM. actives 0.17% (n = 220,000). AID 1416;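 active = inhibition above the mean inhibition of all tested compounds plus 3 SD, set separately per screening campaign, cut at about 2.9% in these data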;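 note: PERK kinase domain activated by AP20187 dimerizer at 100 nM; 0% = DMSO with dimerizer and 100% = rapamycin at 8.4 µM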
Target sequence (Q9NZJ5 whole entry, looked up, the tested form may be a part): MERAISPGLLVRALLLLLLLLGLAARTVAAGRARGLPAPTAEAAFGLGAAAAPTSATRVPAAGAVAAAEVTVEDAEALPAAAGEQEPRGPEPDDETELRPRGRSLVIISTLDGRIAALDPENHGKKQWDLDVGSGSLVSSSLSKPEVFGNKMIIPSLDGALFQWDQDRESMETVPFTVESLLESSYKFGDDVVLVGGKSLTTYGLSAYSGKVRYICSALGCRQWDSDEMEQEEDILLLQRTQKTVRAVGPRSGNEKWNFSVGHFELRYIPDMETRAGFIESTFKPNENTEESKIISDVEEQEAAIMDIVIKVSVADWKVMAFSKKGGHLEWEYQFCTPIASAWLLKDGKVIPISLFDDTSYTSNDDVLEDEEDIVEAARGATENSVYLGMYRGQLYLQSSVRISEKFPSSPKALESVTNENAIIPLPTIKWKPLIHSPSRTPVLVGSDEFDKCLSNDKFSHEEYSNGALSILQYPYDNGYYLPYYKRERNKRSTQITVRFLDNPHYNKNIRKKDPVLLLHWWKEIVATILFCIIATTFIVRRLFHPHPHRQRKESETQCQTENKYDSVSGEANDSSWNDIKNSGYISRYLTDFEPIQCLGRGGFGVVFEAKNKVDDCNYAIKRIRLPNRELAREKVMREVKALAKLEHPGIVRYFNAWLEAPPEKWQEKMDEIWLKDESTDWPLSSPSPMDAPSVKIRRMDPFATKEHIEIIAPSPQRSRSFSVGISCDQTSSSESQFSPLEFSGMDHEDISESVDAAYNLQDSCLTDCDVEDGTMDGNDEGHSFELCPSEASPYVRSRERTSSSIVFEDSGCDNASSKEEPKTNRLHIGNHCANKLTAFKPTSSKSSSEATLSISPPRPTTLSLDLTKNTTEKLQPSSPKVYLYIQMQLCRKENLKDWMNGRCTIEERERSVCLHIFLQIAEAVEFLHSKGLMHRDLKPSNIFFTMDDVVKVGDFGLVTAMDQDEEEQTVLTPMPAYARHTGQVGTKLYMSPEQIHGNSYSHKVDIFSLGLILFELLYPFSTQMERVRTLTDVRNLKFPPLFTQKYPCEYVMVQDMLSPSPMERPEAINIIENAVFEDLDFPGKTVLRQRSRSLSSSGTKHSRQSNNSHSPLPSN
MDM2 E3 inh: Mdm2 E3 ligase (human) inhibition; cell-based MDM2 ubiquitination luciferase reporter, 2 h; 0 = plate control, 100 = twice control, blank-subtracted; signal enhancement, % at 5 µM; actives 0.11% (n = 210,000); AID 1230; Q00987;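 active = signal enhancement of 30% or more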;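 note: luminescence tracks abundance of the self-degrading MDM2-luciferase fusion protein; higher signal means inhibition of MDM2 E3 ligase activity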
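test system = mammalian cells stably expressing self-ubiquitinating, self-degrading MDM2 E3–luciferase fusion | quantity = 2000 cells/well | incubation = cell settling 4 h, compound treatment 2 h, both 37 °C | signal = luminescence with SteadyLite reagent, 15 min at room temperature | evaluation = % enhancement relative to plate controls after blank subtraction | benchmarks = plate controls and plate blanks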
eIF4E-4G inh: inhibitors of eIF4E and eIF4G interaction in translation initiation; P63073+Q04637; TR-FRET eIF4E-eIF4GI(517-606) binding, 2 h; inhibition, % at 21.7 µM; actives 0.37% (n = 220,000); AID 782;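 active = inhibition above about 30%, limit read from the data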;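 note: 0% = full FRET control wells and 100% = background wells lacking eIF4GI fragment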
TNF necrop inh: inhibitors of TNF-alpha induced necroptosis in Jurkat FADD-/- cells; Jurkat FADD-/- TNF necroptosis rescue, ATP luminescence, 24 h; 0 = TNF only, 100 = no-TNF cells; activation (protection from cell death), % at 10 µM; AID 463075; actives 0.068% (n = 220,000);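 active = activation, meaning protection from cell death, of at least 50% relative to plate controls; inactive = activation below 50%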;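 note: necroptosis triggered by 40 ng/mL TNF-alpha added together with compound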
Rad51 HR inh: blocks human Rad51 in homologous recombination | actives 0.085% (n = 200,000) | AID 1385 | inhibition, % at 10 µM | hRad51 DNA strand exchange, fluorescence dequenching;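 active = inhibition above 40% at the single screening dose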;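 note: 0% = DMSO control wells and 100% = blanks with heterologous ssDNA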
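Test system – preformed human Rad51 ssDNA filaments · Reagent – Donor/quencher-labelled 47-bp dsDNA substrate · Incubation – 37 °C 15-min filament assembly, 30-min compound preincubation, 15-min exchange · Signal – FRET fluorescence dequenching, excitation 485 nm, emission 520 nm · Read-out – percent inhibition from fluorescence, normalised to plate control and blank means · Benchmarks – plate control and blank wells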
EBV gp42 block: EBV gp42 inhibition | Q1HVG2 | Fluorescence polarization binding assay, mP read-out | inhibition, % (tested at 21.74 µM) | actives 0.42% (n = 220,000) | AID 1085; in the data active = inhibition above about 50%
Calpain2 inh: calpain II (pig) inhibition; purified calpain II, fluorogenic peptide substrate, 30 min; inhibition, % at 16 µM; actives 0.37% (n = 220,000); AID 1236;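 active = inhibition above about 50%, limit read from the data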
L929 necroptosis: L929 zVAD cell death inhibition | L929 zVAD necroptosis rescue, ATP luminescence, 24 h; with zVAD 60 µM | actives 0.38% (n = 220,000) | viability rescue, % at 10 µM;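 active = activation, scaled between plate controls, above about 75%, limit read from the data; inactive = activation under that limit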;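 note: 0% = zVAD with DMSO and 100% = DMSO alone without zVAD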
Starred values were filed as active, the others as inactive; [ ] = dose if it differs, or a comment. An unsorted share of the library; 3.6% or so of the library scored in one or more.

How did Cc1[nH]c2ccccc2c1C(Nc1nccs1)c1ccncc1 (stereo unspecified) do in these assays?
KCC2 mod: -0.17; PERK inh: 0.5; MDM2 E3 inh: -11; eIF4E-4G inh: -2; TNF necrop inh: 0.7; Rad51 HR inh: -2; EBV gp42 block: -3; Calpain2 inh: -2; L929 necroptosis: 1.0

What do the screens show for `CC(C)(C)C(=O)N(CCN(C(=O)C(C)(C)C)c1ccccc1)c1ccccc1`?
PERK inh: -0.1; MDM2 E3 inh: -3; eIF4E-4G inh: -2[fluorescence artefact?]; TNF necrop inh: -0.6; Rad51 HR inh: -1; EBV gp42 block: -13; Calpain2 inh: -10; L929 necroptosis: 0.4

What do the screens show for `COc1ccc2oc(-c3cccc(NC(=O)CSc4ccc(Cl)cc4)c3)nc2c1`?
KCC2 mod: 1; PERK inh: 1.5; MDM2 E3 inh: -12; eIF4E-4G inh: 1[fluorescence artefact?]; TNF necrop inh: 0.1; Rad51 HR inh: -13; EBV gp42 block: -5; Calpain2 inh: -248; L929 necroptosis: 6.2

How did CN(C)CCNC(=O)c1cccc(S(=O)(=O)Nc2ccc(F)cc2)c1 do in these assays?
KCC2 mod: -0.76; PERK inh: 1.4; MDM2 E3 inh: -2; eIF4E-4G inh: 0; TNF necrop inh: 1.5; Rad51 HR inh: -14; EBV gp42 block: -7; Calpain2 inh: -8; L929 necroptosis: 2.6

Results for CCOC(=O)C1=NNC2(c3ccc(C)cc3)C(=O)N(c3ccc(Cl)cc3)C(=O)C12 (stereo unspecified) ?
KCC2 mod: 0.088; PERK inh: 0.4; MDM2 E3 inh: -2; eIF4E-4G inh: 2; TNF necrop inh: 2.0; Rad51 HR inh: 1; EBV gp42 block: -4; Calpain2 inh: 6; L929 necroptosis: 0.4

Results for O=C(NC1CC1)c1ccc2c(c1)ncn2C1CCCC1 ?
PERK inh: 1.0; MDM2 E3 inh: -16; eIF4E-4G inh: 6[fluorescence artefact?]; TNF necrop inh: 0.3; Rad51 HR inh: 8; EBV gp42 block: -8; Calpain2 inh: -17; L929 necroptosis: 13

Results for Cc1ccccc1Cn1nc(C)c(NC(=O)C(F)(F)F)c1C ?
KCC2 mod: 0.66; PERK inh: 1.0; MDM2 E3 inh: 5; eIF4E-4G inh: -2; TNF necrop inh: 1.4; EBV gp42 block: 1; Calpain2 inh: -13; L929 necroptosis: 0.0

Results for COc1ccc(OC)c(NC(=O)/C=C/c2ccccc2[N+](=O)[O-])c1 ?
KCC2 mod: -3.2; PERK inh: -0.6; MDM2 E3 inh: -4; eIF4E-4G inh: 3; TNF necrop inh: 2.3; Rad51 HR inh: -2; EBV gp42 block: -14; Calpain2 inh: -9; L929 necroptosis: 1.2

What do the screens show for `CCCn1nc(NC(=O)c2cccs2)c2cc3cc(C)ccc3nc21`?
KCC2 mod: -0.77; PERK inh: -2.8; MDM2 E3 inh: -2; eIF4E-4G inh: 4; TNF necrop inh: 1.4; Rad51 HR inh: 7; EBV gp42 block: -36; Calpain2 inh: -34; L929 necroptosis: 1.7

Results for COc1ccc(OC)c(S(=O)(=O)Nc2ccc(O)c3ccccc23)c1 ?
KCC2 mod: -0.77; PERK inh: -0.7; eIF4E-4G inh: 8; TNF necrop inh: -17; Rad51 HR inh: 13; EBV gp42 block: -9; Calpain2 inh: -26; L929 necroptosis: 0.2

How did O=C(c1ccc(COc2ccc(F)cc2)o1)n1cccn1 do in these assays?
KCC2 mod: -2; PERK inh: 0.1; MDM2 E3 inh: -15; eIF4E-4G inh: 2; TNF necrop inh: 0.0; Rad51 HR inh: 15; EBV gp42 block: -8; Calpain2 inh: 17; L929 necroptosis: -0.1

What do the screens show for `CC(CCc1ccccc1)N1CCN(Cc2ccccc2)CC1` (stereo unspecified)?
KCC2 mod: -0.057; PERK inh: 0.2; MDM2 E3 inh: -4; eIF4E-4G inh: -1; TNF necrop inh: 0.9; EBV gp42 block: -13; Calpain2 inh: 1; L929 necroptosis: -0.6

What do the screens show for `O=C(NCCO)c1cccc(S(=O)(=O)N2CCCCC2)c1`?
KCC2 mod: 0.43; PERK inh: 1.3; MDM2 E3 inh: 1; eIF4E-4G inh: 4; TNF necrop inh: 0.6; Rad51 HR inh: -5; EBV gp42 block: 1; Calpain2 inh: 0; L929 necroptosis: 0.1

How did NC(=O)C1CCN(CC(=O)Nc2ccccc2Sc2ccccc2)CC1 do in these assays?
KCC2 mod: 1.8; PERK inh: 0.1; MDM2 E3 inh: -1; eIF4E-4G inh: 0; TNF necrop inh: 1.0; Rad51 HR inh: 3; EBV gp42 block: -19; Calpain2 inh: 4; L929 necroptosis: 1.0

How did CCC(=O)Nc1cccc(NC(=O)CSc2nnnn2Cc2ccccc2)c1 do in these assays?
KCC2 mod: -2.1; PERK inh: -0.6; MDM2 E3 inh: -14; eIF4E-4G inh: -1; TNF necrop inh: -3.5; Rad51 HR inh: -8; EBV gp42 block: -4; Calpain2 inh: -17; L929 necroptosis: -0.1

How did COc1ccc(CNC(=O)CCN2C(=S)NC(C)(C)CC2C)cc1 (stereo unspecified) do in these assays?
KCC2 mod: -0.25; PERK inh: 0.4; MDM2 E3 inh: -13; eIF4E-4G inh: 1; TNF necrop inh: 0.6; Rad51 HR inh: 5; EBV gp42 block: -9; Calpain2 inh: -3; L929 necroptosis: 1.9

What do the screens show for `COc1ccc(-c2csc3nc(C)nc(N4CCCCC4)c23)cc1OC`?
KCC2 mod: 0.38; PERK inh: 1.0; MDM2 E3 inh: -2; eIF4E-4G inh: -1; TNF necrop inh: -4.0; Rad51 HR inh: 5; EBV gp42 block: -5; Calpain2 inh: 3; L929 necroptosis: -0.2

Results for CC1CC(=O)c2cnc(Nc3ccccc3)nc2C1 (stereo unspecified) ?
KCC2 mod: -0.95; PERK inh: 0.2; MDM2 E3 inh: -11; eIF4E-4G inh: -9; TNF necrop inh: 0.2; Rad51 HR inh: 5; EBV gp42 block: 4; Calpain2 inh: 4; L929 necroptosis: 1.0

How did CC(C)Nc1nc(NC(C)C)nc(Nn2cnnc2)n1 do in these assays?
KCC2 mod: 2; PERK inh: 0.9; MDM2 E3 inh: -1; eIF4E-4G inh: 3; TNF necrop inh: 0.7; Rad51 HR inh: 6; EBV gp42 block: -10; Calpain2 inh: -12; L929 necroptosis: -0.3

Results for COCCCNC(=O)c1cc(OC)c(OC)c(OC)c1 ?
KCC2 mod: 0.058; PERK inh: 0.7; MDM2 E3 inh: 1; eIF4E-4G inh: -3; TNF necrop inh: -1.6; Rad51 HR inh: 2; EBV gp42 block: -16; Calpain2 inh: -4; L929 necroptosis: -0.1

Results for CCOC(=O)C1CCCN(c2ccc(NC(=O)c3snc4c(=O)[nH]cnc34)cc2)C1 (stereo unspecified) ?
KCC2 mod: 0.029; PERK inh: -0.7; MDM2 E3 inh: -14; eIF4E-4G inh: -7[fluorescence artefact?]; TNF necrop inh: -0.8; Rad51 HR inh: -6; EBV gp42 block: -6; Calpain2 inh: -42; L929 necroptosis: -0.1

Results for O=C(Nc1ccccn1)c1cc(-n2cnnc2)ccc1Cl ?
KCC2 mod: -0.16; PERK inh: -0.2; MDM2 E3 inh: -4; eIF4E-4G inh: -6[fluorescence artefact?]; TNF necrop inh: -0.1; EBV gp42 block: -16; Calpain2 inh: 9; L929 necroptosis: -0.2

What do the screens show for `CCCC[n+]1ccn(C2=C([O-])c3ccccc3C(=O)/C2=N\S(=O)(=O)c2ccc(Br)cc2)c1`?
KCC2 mod: 2.1; PERK inh: 0.0; MDM2 E3 inh: -1; eIF4E-4G inh: 4; TNF necrop inh: -13; EBV gp42 block: 31; Calpain2 inh: 12

What do the screens show for `CNc1cnn(-c2ccc(C)cc2)c(=O)c1Sc1ccc(C)cc1`?
KCC2 mod: 1.3; PERK inh: 0.5; MDM2 E3 inh: -1; eIF4E-4G inh: 3; TNF necrop inh: 4.6; Rad51 HR inh: 11; EBV gp42 block: 3; Calpain2 inh: -7; L929 necroptosis: 0.4

A portion from the list above, for reference:
Results for O=C(Nc1ccccn1)c1cc(-n2cnnc2)ccc1Cl ?
KCC2 mod: -0.16; PERK inh: -0.2; MDM2 E3 inh: -4; eIF4E-4G inh: -6[fluorescence artefact?]; TNF necrop inh: -0.1; EBV gp42 block: -16; Calpain2 inh: 9; L929 necroptosis: -0.2

What do the screens show for `CCCC[n+]1ccn(C2=C([O-])c3ccccc3C(=O)/C2=N\S(=O)(=O)c2ccc(Br)cc2)c1`?
KCC2 mod: 2.1; PERK inh: 0.0; MDM2 E3 inh: -1; eIF4E-4G inh: 4; TNF necrop inh: -13; EBV gp42 block: 31; Calpain2 inh: 12

What do the screens show for `CNc1cnn(-c2ccc(C)cc2)c(=O)c1Sc1ccc(C)cc1`?
KCC2 mod: 1.3; PERK inh: 0.5; MDM2 E3 inh: -1; eIF4E-4G inh: 3; TNF necrop inh: 4.6; Rad51 HR inh: 11; EBV gp42 block: 3; Calpain2 inh: -7; L929 necroptosis: 0.4

Next section:
Results for Cn1c(=O)[nH]c(=O)c2[nH]c(NCCCN3CCOCC3)nc21 ?
KCC2 mod: -0.42; PERK inh: 0.1; MDM2 E3 inh: -11; eIF4E-4G inh: 1[fluorescence artefact?]; TNF necrop inh: -0.7; Rad51 HR inh: 4; EBV gp42 block: -9; Calpain2 inh: 1; L929 necroptosis: 0.2

Results for COCCCNC(=O)C(=O)N/N=C/c1cc2c(cc1Br)OCO2 ?
KCC2 mod: 0.18; PERK inh: 0.1; MDM2 E3 inh: -20; eIF4E-4G inh: 4; TNF necrop inh: -1.5; Rad51 HR inh: 7; EBV gp42 block: -7; Calpain2 inh: -11; L929 necroptosis: -0.4

How did COc1cc(CC(NC(C)=O)C(=O)NC2CCN(C(=O)Nc3ccccc3Cl)CC2)cc(OC)c1 (stereo unspecified) do in these assays?
KCC2 mod: 0.00056; PERK inh: 0.8; MDM2 E3 inh: 5; eIF4E-4G inh: 0; TNF necrop inh: 0.2; Rad51 HR inh: 6; EBV gp42 block: -15; Calpain2 inh: -14; L929 necroptosis: 3.7

What do the screens show for `Cc1nn(C)c(C)c1NC(=O)C12CC3CC(CC(C3)C1)C2`?
KCC2 mod: -1.2; PERK inh: -0.6; MDM2 E3 inh: -23; eIF4E-4G inh: 2[fluorescence artefact?]; TNF necrop inh: 1.2; Rad51 HR inh: 21; EBV gp42 block: -8; Calpain2 inh: 20

What do the screens show for `CC(=O)Nc1ccc(S(=O)(=O)N2CCN(Cc3ccccc3[N+](=O)[O-])CC2)cc1`?
KCC2 mod: -0.26; PERK inh: 0.4; MDM2 E3 inh: -12; eIF4E-4G inh: -3; TNF necrop inh: 0.4; Rad51 HR inh: -5; EBV gp42 block: -12; Calpain2 inh: -9; L929 necroptosis: 0.9

How did C#Cc1ccc([C@@H]2C=C(C(=O)NCc3ccccc3)O[C@H](OCC)[C@H]2CCCO)cc1 do in these assays?
KCC2 mod: -1.1; PERK inh: -0.1; eIF4E-4G inh: 1; TNF necrop inh: -0.4; Rad51 HR inh: -3; EBV gp42 block: -7; Calpain2 inh: 5; L929 necroptosis: 1.4
